# Compound activity: PubChem, several laboratories
# HTR5A ag = HTR5A agonists in luminescence cell assay, primary screen, counter-screen for OPRM1-OPRD1 heterodimer agonist project, full-deck HTS; 5-hydroxytryptamine receptor 5A (Homo sapiens), P47898; cell-based; activation, % at 9.3 µM; actives 0.61% (n = 340,000); in the data active = activation mostly above about 9.5%, no sharp cut-off; inactive = mostly below about 7.6%;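 note: 0% = cells with vehicle only and 100% = reference agonist; strong numbers were not always called active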
# Target sequence (P47898 whole entry, looked up): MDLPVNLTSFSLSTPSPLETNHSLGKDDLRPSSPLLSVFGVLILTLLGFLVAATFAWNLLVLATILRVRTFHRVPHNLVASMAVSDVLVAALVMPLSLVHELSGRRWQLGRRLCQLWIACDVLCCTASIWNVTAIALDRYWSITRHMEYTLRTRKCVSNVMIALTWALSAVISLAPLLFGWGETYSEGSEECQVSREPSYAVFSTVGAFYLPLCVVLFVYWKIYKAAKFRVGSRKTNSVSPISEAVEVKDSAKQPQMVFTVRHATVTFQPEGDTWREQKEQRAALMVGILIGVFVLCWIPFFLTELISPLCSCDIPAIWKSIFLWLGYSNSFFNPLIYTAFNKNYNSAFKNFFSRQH
# HTR5A inv ctr = HTR5A inverse agonists in luminescence cell assay, primary screen, counter-screen for OPRM1-OPRD1 heterodimer inverse agonist project, full-deck HTS | 5-hydroxytryptamine receptor 5A (Homo sapiens), P47898 | HTR5A cell line, inverse agonism | inhibition, % at 9.3 µM | actives 0.083% (n = 340,000) | AID 504634, 2011; in the data active = inhibition mostly above about 23%, no sharp cut-off; inactive = mostly below about 18%;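 note: 0% = cells with DMSO and 100% = no-cell wells with DMSO; some compounds called inactive have numbers as strong as hits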
# V-ATPase pH = regulators of yeast V-ATPase proton pumping, primary screen, pHLuorin cytosolic pH fluorescence | S. cerevisiae | response, % at 10 µM | actives 0.37% (n = 350,000) | AID 504577, 2011; in the data active = response mostly above about 7.3%, no sharp cut-off; inactive = mostly below about 5.4%; note: actives read high; inactives centre near 0; some compounds called inactive have numbers as strong as hits; reference of the scale not given here
# CDK5 inh = inhibitors of human CDK5/p35 kinase, primary screen, biochemical, single concentration | Cyclin-dependent kinase 5 (Homo sapiens) + Cyclin-dependent kinase 5 activator 1 (Homo … | AID 488839, 2010 | Recombinant CDK5/p35, ADP-Glo luminescence, 60 min | inhibition, % at 10 µM | actives 0.01% (n = 330,000);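 active = highest replicate inhibition of at least 50% and at least 75% of replicates reaching 50%; inconclusive = only one of the two criteria met; inactive = both criteria failed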;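 note: plate controls were DMSO neutral control for no effect and GW8510 at 10 µM for full effect; many of its hits are not listed in these tables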
# PvdQ acylase = P. aeruginosa PvdQ acylase inhibitors, primary screen, biochemical, fluorescence, plate reader and imaging, single point. purified PvdQ acylase. actives 0.063% (n = 340,000). inhibition, % at 10 µM. AID 488965, 2010. PvdQ acylase [Pseudomonas aeruginosa LESB58]; in the data active = inhibition above about 30%, passing the limit was not always enough; inconclusive = no clear call, values can overlap the other calls;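 note: 0% = vehicle neutral wells and 100% = reference inhibitor wells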
# MITF act = activators of MITF-driven TRPM1 promoter reporter, primary screen, cell-based, SK-MEL-5, luciferase, single point; activation, % at 12.5 µM; AID 588334, 2011; SK-MEL-5 TRPM1-promoter luciferase, 24 h; % of positive control, neutral wells = 0; actives 0.75% (n = 300,000);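 active = mean activation of at least 80% with every replicate also reaching 80%; inconclusive = mean reaches 80% but some replicate falls short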;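 note: 0% = neutral control wells and 100% = parthenolide positive control wells; values of inactives mirror those of a sister screen read the other way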
# Wnt bcat act = Wnt/beta-catenin pathway activators, primary screen, cell-based, plate reader, single point; Wnt/beta-catenin reporter cell assay, activator; activation, % at 9.35 µM; actives 1.2% (n = 300,000); AID 743398, 2014; in the data active = activation above about 30%, passing the limit was not always enough; inconclusive = no clear call, values can overlap the other calls;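 note: 0% = neutral control wells and 100% = positive control wells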
# NSD2 HMT inh = NSD2 histone methyltransferase inhibitors, primary screen, biochemical, AlphaScreen, single concentration, set 2 | Histone-lysine N-methyltransferase NSD2 (Homo sapiens), O96028 | NSD2 peptide methylation, 120 min | inhibition, % at 12.5 µM | actives 0.54% (n = 310,000) | AID 743445, 2014; in the data active = inhibition above about 50%
# SR-BI DiI inh = inhibitors of SR-BI mediated HDL lipid uptake, primary screen, ldlA[mSR-BI] cells, fluorescence, single point. inhibition, % at 12.5 µM. AID 488896, 2010. ldlA[mSR-BI] CHO cells, DiI-HDL uptake fluorescence, 3 h. Scavenger receptor class B member 1 (Mus musculus), Q61009. actives 0.96% (n = 320,000);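 active = mean replicate inhibition of at least 70% and a set share of replicates each scoring 70 or more; inconclusive = meets just one of the two criteria; inactive = fails both criteria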;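 note: 0% = median of neutral control wells and 100% = median of positive control wells; values of inactives mirror those of a sister screen read the other way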
# Target sequence (Q61009 whole entry, looked up): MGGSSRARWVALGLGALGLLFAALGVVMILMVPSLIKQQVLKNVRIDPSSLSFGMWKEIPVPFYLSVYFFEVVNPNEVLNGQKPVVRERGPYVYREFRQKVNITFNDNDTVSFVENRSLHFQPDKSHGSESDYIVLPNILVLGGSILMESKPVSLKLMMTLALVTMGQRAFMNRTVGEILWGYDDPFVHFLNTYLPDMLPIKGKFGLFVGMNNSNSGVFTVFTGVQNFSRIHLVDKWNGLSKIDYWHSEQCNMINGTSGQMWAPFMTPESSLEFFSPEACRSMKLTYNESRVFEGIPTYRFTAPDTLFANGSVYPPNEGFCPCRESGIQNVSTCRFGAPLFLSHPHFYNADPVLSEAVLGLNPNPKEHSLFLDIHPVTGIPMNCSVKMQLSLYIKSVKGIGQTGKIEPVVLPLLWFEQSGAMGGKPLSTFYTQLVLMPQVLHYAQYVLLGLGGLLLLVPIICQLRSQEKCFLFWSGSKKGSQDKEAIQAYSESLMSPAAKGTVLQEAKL
# dFosB activator = activators of delta FosB homodimer, primary screen, biochemical, fluorescence polarization, TAMRA-CDK5 oligo, single point; actives 0.99% (n = 340,000); AID 493131, 2011; activation, % at 25 µM; purified delta FosB; percent of positive-control signal above neutral wells;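 active = mean activation above about 17%, with every replicate also reaching it, limit read from the data, passing the limit was not always enough; inconclusive = only one of the two conditions met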;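 note: fluorescence polarization rise as delta FosB binds a TAMRA Cdk5 AP-1 oligo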
# Starred values were filed as active, the others as inactive; ? = inconclusive; · = no result given. Compounds were not picked by outcome; 5% or so of the library scored in one or more.
SMILES,HTR5A ag,HTR5A inv ctr,V-ATPase pH,CDK5 inh,PvdQ acylase,MITF act,Wnt bcat act,NSD2 HMT inh,SR-BI DiI inh,dFosB activator
COc1cc2c(OC)cccc2cc1C(=O)O,10,-18,-1,-0.8,6,-13,0,3,-9,-8
CCOc1ccc(N(CC(=O)N/N=C/c2ccc(OC(C)C)cc2)S(C)(=O)=O)cc1,4,-14,-1,-1.1,-6,-6,1,0,·,-12
COc1ccc(Cc2nc3ccc(C(=O)N4CCCC4)cc3o2)cc1,2,-8,-4,0.8,3,57,29,·,-3,0
CC(=O)Nc1ccc(-c2ccc3nnc(C)n3n2)cc1,-1,3,-4,-1.6,-2,7,3,·,-9,-15
Cn1c(=O)n(C)c2cc(C(N)=O)ccc21,-3,-1,-2,-1.3,7,5,0,-3,4,-1
CCOC(=O)C1CCN(S(=O)(=O)CCNC(=O)c2ccc(F)cc2)CC1,1,-7,6,-0.6,-14,-10,-4,-1,-29,-9
Cc1noc(C)c1S(=O)(=O)N1CCC(C(=O)c2ccccc2)CC1,0,-20,0,-0.8,-3,-9,0,-3,-7,1
COc1ccc(CNS(=O)(=O)NCc2ccccc2F)cc1,4,-14,2,-0.3,-8,1,7,-2,-12,3
CC1CCCN(C2(O)C(=O)Nc3ccc(Cl)cc32)C1 (centres undefined),-3,11,1,-0.6,5,-12,4,0,1,-4
Cc1ccc(-n2c3c(c(=O)[nH]c2=S)C(C(F)(F)F)(C(F)(F)F)NC(=O)N3)cc1,-2,19,-6,3.5,5,5,·,-13,-6,-5
CC(C)Cn1nc(C(=O)Nc2nnc(C3CC3)s2)c2ccccc2c1=O,5,-13,4,1.8,?,-4,5,0,-25,-15
O=C1C(=O)N(Cc2cccnc2)C(c2cccc(F)c2)/C1=C(/O)c1ccc2c(c1)OCO2 (centres undefined),1,-2,0,-2.1,4,-4,1,·,-13,8
COc1ccc(/C=C/C(=O)NCC(=O)N/N=C(\C)Cc2ccccc2)cc1,-2,-9,-3,-1.5,4,-9,9,7,-13,-1
O=C(CCN1C(=O)COc2ccccc21)NCCCN1CCc2ccccc2C1,-4,13,0,-1.3,3,-4,·,1,-12,-11
CCc1ccccc1NS(=O)(=O)c1ccc2c(c1)NC(=O)CC(=O)N2,0,-9,-2,1.4,-9,-6,1,-3,-8,-5
COc1ccc(C(=O)NCc2cnn(C)c2)cc1OC1CCN(C(C)C)CC1,-4,7,-2,0.8,3,8,-1,4,-7,-4
CCCCn1c(N)c(N(CC(C)C)C(=O)c2ccc3c(c2)NC(=O)C(C)S3)c(=O)[nH]c1=O (centres undefined),0,20,1,0.1,-12,-3,0,1,-9,-8
Cc1ccccc1OCC(=O)N/N=C/c1cccc2cccnc12,-2,-34,2,-3.4,1,-7,1,4,-10,-17
CCOc1ccc(N(CC(=O)NN=C2CCN(C)CC2)S(=O)(=O)c2ccc(Br)cc2)cc1,-4,-16,-2,-3.4,-12,0,0,-1,-17,-7
Cc1ccnc(N/C=C/C(=O)c2ccc(Br)cc2)c1,0,0,-3,0.3,7,72,39*,2,25,-13
Brc1cccc2sc(N3CCN(c4ccccc4)CC3)nc12,0,17,-4,1.6,-6,2,3,-4,16,-3
CCOc1cc(OCC)cc(C(=O)NCc2ccco2)c1,0,1,1,1.6,-14,-5,0,-2,22,-4
O=C(c1ccc2c(c1)N(Cc1ccc(F)cc1)CCS2)N1CCOCC1,2,1,4,-1.6,-25,3,-2,3,3,-6
CCc1nc(SCC(=O)OC)c2c3c(sc2n1)COC(C)(C)C3,0,1,0,4.5,-19,-1,1,-1,5,-13
Nc1nonc1-c1nc2ccccc2n1CC(=O)O,6,-15,-2,-0.1,10,-19,-6,2,-9,-7
# More compounds.
SMILES,HTR5A ag,HTR5A inv ctr,V-ATPase pH,CDK5 inh,PvdQ acylase,MITF act,Wnt bcat act,NSD2 HMT inh,SR-BI DiI inh,dFosB activator
CCCN(CC(=O)Nc1ccccc1C)C(=O)C1CC(=O)N(c2ccc(CC)cc2)C1 (centres undefined),4,-9,0,0.3,-2,-3,-2,-1,41,-9
Cc1ccc(NC(=O)CSc2ccc3c(c2)OCCO3)c(O)c1,1,-7,2,0.2,-1,-24,-3,4,6,0
CC(C)NC(=O)N(C)C[C@H]1Oc2ccc(NC(=O)CCC(F)(F)F)cc2C(=O)N([C@H](C)CO)C[C@@H]1C,0,3,0,-0.3,-6,3,1,·,-10,0
CCOC(=O)c1cc(S(=O)(=O)NC2CCN(C(=O)OCC)CC2)cn1C,3,-8,-2,2.7,10,3,·,0,-2,3
COc1ccccc1-c1coc2c(CN3CCC(C)CC3)c(O)ccc2c1=O,5,-17,-2,-0.7,-1,·,15,-2,18,-12
Oc1ccc(/C=N/Nc2cc(N3CCOCC3)nc(N3CCOCC3)n2)cc1,1,-18,2,-0.3,16,47,-3,10,12,-14
COc1ccc(Cl)cc1C(=O)NCCc1ccc(S(=O)(=O)NC(=O)NC2CCCCC2)cc1,-3,9,0,0.2,9,-9,-5,·,-6,-3
CCCCCCSc1ccc([C@@H]2[C@H]3C(=O)N(CC)C(=O)[C@H]3[C@]3(C(=O)OC)CCCCN23)cc1,6,2,-1,-0.3,-15,-8,-5,·,29,-10
C[n+]1c(/C=C/c2ccc3c(c2)OCO3)ccc2ccccc21,0,1,3,0.9,4,4,-2,·,0,7
CCc1nc2cc(CC(=O)O)ccc2o1,2,-15,-4,-0.1,3,2,-3,-2,-17,-4
O=C(Nc1ccccc1)N1CCSc2ccccc21,3,-8,1,0.8,1,1,-2,-2,-2,-4
Cc1cc[n+](CC(=O)c2cccs2)cc1,2,-5,0,0.3,4,-4,-1,1,-2,-5
Cc1cc(C)c(S(=O)(=O)NCC(=O)NCc2ccccn2)c(C)c1,-1,3,3,-2.6,-4,-8,-3,3,-13,0
O=C(Cc1ccc(Cl)cc1)Nc1ccc(S(=O)(=O)Nc2ncccn2)cc1,2,-6,-1,0.9,-11,0,-2,3,-18,-3
Cc1c(Nc2nc3ccccc3nc2NS(=O)(=O)c2cccs2)c(=O)n(-c2ccccc2)n1C,-1,9,-2,0.7,-4,-7,·,0,-25,5
Cc1csc(NC(=O)Cc2nn(C)c(=O)c3ccccc23)n1,-4,9,-3,-0.1,-4,-26,·,0,-20,-2
COc1ccc(CCC(=O)Nc2ccc(-c3noc(-c4ccc(OC)c(OC)c4)n3)cc2)cc1,0,1,5,0.6,-9,15,·,0,101*,29*
CCN(CC(=O)Nc1ccc(N2CCOCC2)cc1)Cc1nc2ccccc2c(=O)[nH]1,-2,4,2,2.3,14,-5,·,2,55,4
Cc1cc(=O)n2ncnc2n1COCCO,6,-24,1,0.0,8,-17,·,-2,-3,5
S=C(NCc1ccco1)NCC(c1ccco1)N1CCCCC1 (centres undefined),2,9,-2,-2.7,4,9,0,2,0,-6
C=CCN(c1ccc(C(N)=O)cc1)S(C)(=O)=O,4,-11,-1,0.6,-12,-2,-4,1,-15,1
O=C(C[C@@H]1C/C=C\C[C@@H](Cc2ccc(F)cc2)C(=O)OC[C@@H](Cc2ccccc2)NC1=O)N[C@H](CO)Cc1ccccc1,-1,3,3,-0.2,-11,4,-5,·,54,32*
O=C(CCN1C(=O)COc2ccccc21)N1CCN(c2ccccn2)CC1,3,2,2,1.6,-18,-3,-2,-1,2,9
Cc1cc(=O)[nH]c(NN=C2C3CC4CC(C3)CC2C4)n1,4,-10,0,-0.1,-10,-2,1,-11,40,9
CCN(CC)S(=O)(=O)c1ccc(C(=O)OCCN2C(=O)CCC2=O)cc1,-3,8,0,0.5,-14,-1,0,·,11,3

# Grouped by structure, those above containing a COOH group (three)
SMILES,HTR5A ag,HTR5A inv ctr,V-ATPase pH,CDK5 inh,PvdQ acylase,MITF act,Wnt bcat act,NSD2 HMT inh,SR-BI DiI inh,dFosB activator
COc1cc2c(OC)cccc2cc1C(=O)O,10,-18,-1,-0.8,6,-13,0,3,-9,-8
Nc1nonc1-c1nc2ccccc2n1CC(=O)O,6,-15,-2,-0.1,10,-19,-6,2,-9,-7
CCc1nc2cc(CC(=O)O)ccc2o1,2,-15,-4,-0.1,3,2,-3,-2,-17,-4

# Molecules listed so far that contain a furan ring, fused or not, in the order listed:
SMILES,HTR5A ag,HTR5A inv ctr,V-ATPase pH,CDK5 inh,PvdQ acylase,MITF act,Wnt bcat act,NSD2 HMT inh,SR-BI DiI inh,dFosB activator
CCOc1cc(OCC)cc(C(=O)NCc2ccco2)c1,0,1,1,1.6,-14,-5,0,-2,22,-4
S=C(NCc1ccco1)NCC(c1ccco1)N1CCCCC1 (centres undefined),2,9,-2,-2.7,4,9,0,2,0,-6

# Next records
SMILES,HTR5A ag,HTR5A inv ctr,V-ATPase pH,CDK5 inh,PvdQ acylase,MITF act,Wnt bcat act,NSD2 HMT inh,SR-BI DiI inh,dFosB activator
CC(C)(C)C(=O)c1sc(Nc2ccccc2)nc1N,11,9,-1,30,-7,122*,0,·,33,-1
O=[N+]([O-])c1ccc(O)c(Nc2c([N+](=O)[O-])ccc3nonc23)c1,-5,21,5,-1.5,1,-19,3,19,15,2
O=C(c1ccco1)N1CCN(c2ccc(Cl)c(Cl)c2)CC1,2,22,0,-2.7,13,57,12,-2,22,-4
COc1cccc2c1c(NC(=O)Nc1ccc(F)cc1F)nn2C,-1,2,-1,0.5,-5,·,-1,0,7,-1
Cc1cc(OCC(=O)NC2CC2)c2c(C)cc(=O)oc2c1,1,-3,-2,-1.0,-17,8,·,-4,-8,-4
O=C1CCC(C(=O)N2CCCC2)CN1Cc1cccc(C(F)(F)F)c1 (centres undefined),-2,6,2,0.0,-12,-4,0,-1,27,-7
CCCn1nc2cc(C(=O)NCc3ccc(C)cc3)ccc2c1OC,10,-30,1,0.0,4,·,5,·,-14,-3
NS(=O)(=O)c1ccc(CNc2nc(-c3cccnc3)nc3ccccc23)cc1,1,-3,1,0.7,-12,-10,3,1,·,-26
